A350 autofl – qHTS Assay for Spectroscopic Profiling in A350 Spectral Region; 11% of 59,000 active; Compound autofluorescence, 340/450 nm, Alexa 350 dye-equivalents; active compounds read high; AID 590, 2007; max dye-equivalent concentration, M; in the data active = max dye-equivalent concentration above about 10 nM; inconclusive = mostly about 1.1 nM to 9.6 nM
CRE Fsk mod – Cell signaling CRE-BLA (Fsk stim); CHO CRE-bla reporter (cAMP response element driving beta-lactamase), forskolin EC10, beta-lactamase ratio; Potency, µM (series often up to 38.2 µM), for the others: at the highest dose activity change, negative = inhibition, most hits filed as activators; 2.5% of 71,000 active; AID 662, 2007; active = well fitted activation curve with a large enough effect in the signal ratio, with a control signal flat, not every such curve was filed as active; inconclusive = small, poorly fitted or top-dose-only effect, or effect the other way, or a change in a side signal; the % refers to the signal ratio; note: potency is the fitted concentration of half-maximal effect; % of control where 0% means no effect
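CRE-bla CHO cells stimulated with EC10 NKH 477 (water-soluble forskolin) and compound titrations, 3 h at 37C; beta-lactamase read with CCF4 after 2 h at room temperature. Activity from 460/530 nm emission ratio, AC50 values for positive or negative modulation.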
Ub-GFP proteasome – Ubiquitin-GFP Assay; Ubiquitin-GFP reporter cells, proteasome inhibition, GFP fluorescence; response scale: untreated = 0%, 10 µM MG-132 = 100%; AID 526, 2006; 67,000 tested, under 10 active; Potency, µM (highest dose often 45.9 µM), for the others: at the top dose activation (GFP accumulation), actives largely listed as activators; active = well fitted activation curve with a large enough effect, not every such curve was filed as active; inconclusive = small, poorly fitted or top-dose-only effect, or another doubt; inactive = no such curve, though single readings can be large or run the other way; note: potency is the fitted concentration of half-maximal effect
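U2OS cells expressing ubiquitin(G76V)-GFP, seeded overnight in 0.5% FBS medium, then treated 4 hr at 37 C across 46 uM to 2.9 nM. GFP-positive cells counted by laser cytometry (488 ex/515 em); %activity scaled between basal and 10 uM MG-132.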
15-hLO inh – qHTS Assay for Inhibitors of 15-hLO (15-human lipoxygenase) | Polyunsaturated fatty acid lipoxygenase ALOX15 (Homo sapiens), P16050 | purified 15hLO-1, xylenol orange hydroperoxide absorbance | Potency, µM (top dose mostly 57.1 µM), for the others: at the top dose activity change, negative = inhibition, hits mostly inhibitors | 1.4% of 74,000 active; note: potency is the fitted concentration of half-maximal effect; % is set by controls: 0 for no effect and ±100 for the full control effect; nearly all actives have a fitted effect of over 55% in size
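Readout: Fe(III)-xylenol orange absorbance, 573-to-405 nm ratio as reaction progress. Enzyme 40 nM purified human 15hLO-1, substrate 50 uM arachidonic acid, 6 min RT after 15 min compound preincubation; Hepes pH 7.5 buffer with Triton X-100.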
Epigenetic mod – qHTS Assay for Epigenetic Modulators. mouse C127i GFP locus derepression, cytometry, 30 h. Potency, µM (doses to about 46.1 µM), for the others: top-dose GFP derepression (activation). 0.09% of 68,000 active. AID 597, 2007; note: % of control where 0% means no effect
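Derepression screen: silenced CMV-GFP reporter in murine C127i cells, 30 h compound incubation at 37 C, washed cells imaged by laser-scanning cytometer to enumerate GFP-expressing objects of 20 to 120 um.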
BRCT inh red – qHTS Assay for Inhibitors of BRCT-Phosphoprotein Interaction (Red Fluorophore); AID 892, 2007; BRCT-phosphopeptide binding, red fluorescence polarization; Breast cancer type 1 susceptibility protein (Homo sapiens), P38398; 0.03% of 75,000 active; Potency, µM (series often up to 76.9 µM), inactives show at the highest dose activity change, negative = inhibition, actives largely listed as inhibitors; note: % is set by controls: 0 for no effect and ±100 for the full control effect
Target sequence (P38398 whole entry, looked up): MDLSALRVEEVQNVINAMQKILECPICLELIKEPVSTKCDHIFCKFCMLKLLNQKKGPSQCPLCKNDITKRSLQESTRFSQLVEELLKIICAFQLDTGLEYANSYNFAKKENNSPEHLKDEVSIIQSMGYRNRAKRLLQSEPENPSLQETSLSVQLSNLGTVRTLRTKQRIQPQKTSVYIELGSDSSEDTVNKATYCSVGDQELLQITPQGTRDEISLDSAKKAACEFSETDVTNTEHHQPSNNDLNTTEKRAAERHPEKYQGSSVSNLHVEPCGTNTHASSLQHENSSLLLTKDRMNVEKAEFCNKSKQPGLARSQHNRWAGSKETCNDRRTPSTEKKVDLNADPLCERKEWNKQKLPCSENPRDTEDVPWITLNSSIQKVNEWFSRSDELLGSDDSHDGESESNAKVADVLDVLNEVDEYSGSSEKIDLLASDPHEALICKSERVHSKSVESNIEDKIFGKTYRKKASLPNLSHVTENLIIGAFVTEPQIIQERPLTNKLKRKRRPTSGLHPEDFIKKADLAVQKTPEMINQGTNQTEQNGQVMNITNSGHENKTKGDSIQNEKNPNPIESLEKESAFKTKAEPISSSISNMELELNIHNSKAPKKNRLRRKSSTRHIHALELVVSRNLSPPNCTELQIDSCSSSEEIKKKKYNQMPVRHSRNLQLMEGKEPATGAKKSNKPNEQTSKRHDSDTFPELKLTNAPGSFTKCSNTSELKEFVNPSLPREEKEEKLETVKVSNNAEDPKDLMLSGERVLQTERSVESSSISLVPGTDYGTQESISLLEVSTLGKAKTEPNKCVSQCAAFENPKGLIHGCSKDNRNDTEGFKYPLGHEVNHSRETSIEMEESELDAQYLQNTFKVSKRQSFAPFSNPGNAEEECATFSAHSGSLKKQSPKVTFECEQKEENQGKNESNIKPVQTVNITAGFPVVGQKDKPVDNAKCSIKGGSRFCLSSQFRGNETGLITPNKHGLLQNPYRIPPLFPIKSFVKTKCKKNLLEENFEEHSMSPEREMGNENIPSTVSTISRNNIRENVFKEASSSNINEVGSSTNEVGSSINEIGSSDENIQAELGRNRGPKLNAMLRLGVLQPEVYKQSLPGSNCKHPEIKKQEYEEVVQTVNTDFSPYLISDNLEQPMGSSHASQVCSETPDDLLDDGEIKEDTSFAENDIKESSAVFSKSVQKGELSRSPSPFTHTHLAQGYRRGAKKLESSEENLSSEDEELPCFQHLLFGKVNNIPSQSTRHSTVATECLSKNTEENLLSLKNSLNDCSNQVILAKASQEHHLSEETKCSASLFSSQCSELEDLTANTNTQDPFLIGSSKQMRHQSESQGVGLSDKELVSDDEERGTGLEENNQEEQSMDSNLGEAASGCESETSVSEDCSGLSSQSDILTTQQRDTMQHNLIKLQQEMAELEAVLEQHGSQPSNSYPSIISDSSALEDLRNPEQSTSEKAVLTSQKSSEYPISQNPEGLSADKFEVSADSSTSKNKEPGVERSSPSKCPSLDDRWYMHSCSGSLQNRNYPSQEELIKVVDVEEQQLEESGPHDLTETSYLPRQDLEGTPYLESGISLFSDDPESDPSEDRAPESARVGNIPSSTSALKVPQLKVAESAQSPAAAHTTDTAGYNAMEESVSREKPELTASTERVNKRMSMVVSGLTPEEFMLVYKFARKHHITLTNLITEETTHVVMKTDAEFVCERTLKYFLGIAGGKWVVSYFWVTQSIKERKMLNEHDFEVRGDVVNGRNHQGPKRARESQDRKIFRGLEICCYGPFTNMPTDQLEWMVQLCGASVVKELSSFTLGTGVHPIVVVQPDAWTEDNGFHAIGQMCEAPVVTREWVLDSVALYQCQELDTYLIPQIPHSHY
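Fluorescence polarization: 100 nM His-tagged BRCA1 BRCT with 100 nM TAMRA-labelled phospho-BACH1 decapeptide, phosphate buffer pH 7.3 with 150 mM NaCl, DTT, 0.01% Tween 20; 12 min RT. Binding inhibition seen as FP decrease.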
DNA Pol III inh – qHTS Assay for Inhibitors of DNA Polymerase III Holoenzyme System; Potency, µM (top dose mostly 57.1 µM), inactives show at the highest dose activity change, negative = inhibition; AID 603, 2007; 0.25% of 71,000 active; reconstituted DNA polymerase III holoenzyme replication, biochemical; note: potency is the fitted concentration of half-maximal effect; % is set by controls: 0 for no effect and ±100 for the full control effect
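Reconstituted *E. coli* holoenzyme (0.35 nM Pol III, 1 nM beta, 154 nM SSB, 2 nM primase) was preincubated with compound for 15 min at RT. Synthesis on 1.4 nM ssM13Gori ran 35 min, then was stopped with PicoGreen/EDTA and read as dsDNA fluorescence.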
Hsp90 Hop PPI – qHTS Assay for Disrupters of an Hsp90 Co-Chaperone Interaction; Hsp90 C-terminal peptide / TPR2A (Hop) interaction, human; AlphaScreen TPR2A-His6 binding biotin-Hsp90 C-terminal peptide; Potency, µM (titrated, usually from 57 µM), inactives show top-dose activity change, negative = inhibition; 0.44% of 71,000 active; AID 595, 2007; active = well fitted curve in either direction with a large enough effect; inconclusive = small, poorly fitted or top-dose-only effect, or another doubt; note: potency is the fitted concentration of half-maximal effect; % is set by controls: 0 for no effect and ±100 for the full control effect; many of its hits are not listed in these tables
4-MU autofl – qHTS Assay for Spectroscopic Profiling in 4-MU Spectral Region; compound autofluorescence, 340/450 nm, 4-MU equivalents; active compounds read high; max dye-equivalent concentration, M; 11% of 59,000 active; AID 589, 2007; in the data active = max dye-equivalent concentration above about 10 nM; inconclusive = mostly about 1.1 nM to 9.6 nM
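Compounds in 100 mM Tris, pH 8.0, sat 15 min at room temperature before fluorescence was read at 340 nm excitation/450 nm emission; a per-plate six-point 4-MU standard curve converted signals to dye-equivalent concentration at each compound concentration.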
HBB splice mod – qHTS Assay for Modulators of Hemoglobin Beta Chain Splicing | AID 925, 2007 | 0.06% of 65,000 active | Potency, µM (doses to about 46.1 µM), inactives show at the top dose activation, usual class: activators | HBB splicing reporter cell assay, activation; EGFP reporter with mutant IVS2-654 intron; response scale: normalised to 500 nM splice-correcting PNA; note: potency is the fitted concentration of half-maximal effect; 0% is about no effect
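HeLa cells stably expressing EGFP interrupted by mutant beta-globin intron 2 (IVS2-654), 500/well in 2% FCS. Treated with compound for 2 days at 37C. Splicing correction scored as total well GFP intensity (488 nm excitation, 500-520 nm emission); 500 nM antisense PNA served as control.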
BRCT PPI green – qHTS Assay for Inhibitors of BRCT-Phosphoprotein Interaction (Green Fluorophore). Breast cancer type 1 susceptibility protein (Homo sapiens), P38398. BRCA1 BRCT-phosphopeptide binding, green fluorescence polarization. Potency, µM (doses to about 76.9 µM), inactives show at the highest dose activity change, negative = inhibition, most hits filed as inhibitors. 0.05% of 75,000 active;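 note: potency is the fitted concentration of half-maximal effect; plate controls were peptide without protein for full effect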
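Compounds were incubated for 12 min at room temperature with a complex of 100 nM fluorescein-tagged pBACH1 decapeptide and 250 nM His-tagged BRCT protein. Buffer was phosphate pH 7.3 with EDTA, DTT and Tween 20. Disruption of binding lowers the polarization signal.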
* hit, by the source's call; i = inactive; ? = inconclusive; . = not tested or not shown; & = joins results of further samples; [ ] = dose if it differs, or a comment. Unless noted, calls come from the whole dose curve; as a rule, active = well fitted curve in the direction sought with a large enough effect; inconclusive = small, poorly fitted or top-dose-only effect, or another doubt; inactive = no such curve, though single readings can be large; an effect the other way counts as inactive or inconclusive.

Order of results – A350 autofl	CRE Fsk mod	Ub-GFP proteasome	15-hLO inh	Epigenetic mod	BRCT inh red	DNA Pol III inh	Hsp90 Hop PPI	4-MU autofl	HBB splice mod	BRCT PPI green
CCCn1c(=O)[nH]c(=O)c2c1nc(-c1ccccc1OC(F)F)n2CCOC
 : ?	?	1%	6%	1%	-1.3%	-1%	-2%	?	-0.5%[57.5 µM]	-0.5%
C=CCNC(=O)COc1ccc(S(=O)(=O)NC2CCCCC2)cc1
 : i	3%	-3%	0%	-2%	0.1%	-2%	-3%	i	-0.6%	-0.3%
O=c1cnnc(SCCc2ccccc2)[nH]1
 : 5.8e-07M*	9%	-1%	4µM*	?	1.2%	-7%	-19%	7e-07M*	2.3%	0.1%
Cc1c(CNC(=O)c2cnn3c2NC(c2ccc(Br)cc2)CC3C(F)(F)F)cnn1C (configuration not stated)
 : i	-21%	-8%	3%	6%	-2.2%	1%	-3%	i	-3.2%	-8.4%
O=c1[nH]c(SCc2ccccc2[N+](=O)[O-])nc2nc[nH]c12
 : i	-5%[7.6 µM]	-5%[9.17 µM]	6%&9%[11.4 µM]	3%[9.22 µM]	-0.6%&0.5%[15.4 µM]	5%[11.4 µM]	-2%[11 µM]	i	5.3%[9.22 µM]	-1.7%&-0.2%[15.4 µM]
c1ccc2oc(NC3=NCN(CC4CCCO4)CN3)nc2c1 (configuration not stated)
 : i	-5%	-2%	0%	-2%	-0.4%	-4%	?	i	2.7%[57.5 µM]	0.7%
Cc1cc(C(=O)N(C)Cc2ccc(Br)cc2)no1
 : i	-3%	0%	4%	8%	0.3%	-2%	1%	i	-0.1%[57.5 µM]	-0.5%
COC(=O)c1ccc(OCCn2cnc3ccccc3c2=O)cc1
 : i	?	-7%	5%	-3%	-1.4%	-4%	-2%	i	0.6%	-1.1%
COc1cc2c(cc1OC)-c1cc(Nc3ccc4c(c3)OCCO4)nc(=O)n1CC2
 : 3.5e-08M*	2.5µM*	-6%	-13%	2%	-1.0%	-13%	-5%	2.6e-08M*	-3.5%[57.5 µM]	0.1%
O=C(Cn1c(=O)c2c(ncn2C2CCCC2)n(Cc2ccccc2)c1=O)N1CCc2ccccc21
 : ?	-13%	-6%	-12%	-1%	-3.5%	-4%	-10%	i	-2.6%	2.6%
CCC(C)[C@H](NC(=O)NCc1ccc(Cl)cc1)C(=O)OC (some centres not stated)
 : i	13%	10%	2%	-2%	-1.3%	0%	-2%	i	5.4%[1.84 µM]	-2.2%
Nc1ncc(-c2ccccc2)n1CC1CCCO1 (configuration not stated)
 : i	?	1%	54%[activator]	0%	-0.2%	-7%	-25%	i	-4.8%	-1.1%
CCCCC(=O)NCCNc1nc2c(c(=O)n(C)c(=O)n2C)n1Cc1ccc(F)cc1
 : i	?	-1%	-11%	-1%	-0.9%	2%	-1%	i	0.4%[57.5 µM]	-1.2%
O=C(CSc1nnnn1C1CCCCC1)Nc1nc2c(s1)CCCC2
 : i	17%	3%	-12%	6%	-0.7%	-6%	-3%	i	.	-1.3%
CCOC(=O)C1CCCc2c1[nH]c1c(C(=O)O)cccc21 (configuration not stated)
 : .	?	8%[9.17 µM]	-15%[11.4 µM]	3%	-0.8%	-19%[11.4 µM]	-2%[11 µM]	.	-0.2%[0.0738 µM]	0.3%
COc1cccc(Cn2c(=O)c(-c3ccccc3)nc3cnc(N(C)C)nc32)c1
 : 2.3e-08M*	?	8%	-3%	0%[9.22 µM]	-1.2%	-10%	10µM*	1.9e-08M*	0.3%	5.4%
O=C(O)c1ccc([N+]2=Cn3c(nc4ccccc43)C2)cc1
 : i	-4%[7.6 µM]	-5%[9.17 µM]	17%[11.4 µM]	10%[9.22 µM]	1.3%[15.4 µM]	-13%[11.4 µM]	-1%[11 µM]	i	-2.5%[9.22 µM]	1.7%[15.4 µM]
Cn1c(SCC(=O)Nc2ccc3c(c2)OCCO3)nnc1-c1ccccn1
 : i	-2%	.	-4%	0%	-1.3%	-4%	-18%	i	2.3%[0.369 µM]	-4.0%
O=C(NCCc1ccccc1)C1CCCN(S(=O)(=O)c2cnc[nH]2)C1 (configuration not stated)
 : .	-13%	7%	1%	-3%	-1.8%	-1%	1%	.	1.1%	-1.4%
O=C(c1ccncc1)N1CCC2(CC1)CCN(c1cccc(-c3ccccc3)c1)CC2
 : i	16%	-2%	8%	0%[9.22 µM]	-0.7%	-1%	-24%	i	-0.9%	-1.9%
CNc1nc2c(c(=O)[nH]c(=O)n2C)n1CCOC
 : i	?	0%	-17%	-2%	1.2%	0%	4%	i	-0.5%[57.5 µM]	-0.4%
COc1cccc(Nc2ncc3nc(-c4cccs4)c(=O)n(-c4ccccc4)c3n2)c1
 : i	?	?	-1%	4µM*	-3.1%	12%	-10%	i	10µM*	5.9%
Cc1cc(-c2[nH]nc3c2C(c2ccsc2)C(C#N)=C(N)O3)c(C)s1 (configuration not stated)
 : ?	-18%	1%	?	-3%	-0.7%	-2%	-2%	?	-1.7%	0.5%
CCCn1c(-c2ccc(F)cc2)nc2c(N3CCN(CCC(=O)OCC)CC3)nc(C)nc21
 : .	2%	7%	-2%	.	0.5%	-2%	1%	.	-0.2%	-0.7%
Cc1nnc(SC(C)C(=O)Nc2ccc3c(c2)OCCO3)s1 (configuration not stated)
 : ?	?	4%	-2%	4%	-1.1%	2%	-1%	?	0.4%[57.5 µM]	-0.6%
C[C@]1(C(=O)NCc2cc(F)cc(C(F)(F)F)c2)C=C[C@@H](Cc2ccccc2)N1C(=O)c1ccccc1
 : .	-17%	.	-2%	.	1.4%	-15%	-3%	.	-0.8%	-0.1%
CC(C)N1C(=O)CN(C2CCCCCC2)C(=O)C1c1ccccc1F (configuration not stated)
 : i	-1%	4%	7%	0%	0.6%	-15%	-2%	i	2.4%	-2.1%
O=C(c1ccc(Cl)cc1)N1CCCOC1
 : i	3%	-4%	2%	-1%	-0.3%	-9%	2%	i	.	-0.2%
COc1cc(OC)c(-c2nn3c(-c4cccnc4)nnc3s2)cc1OC
 : 4.4e-07M*	?	7%	-3%	3%	0.3%	0%	-7%	3.5e-07M*	-0.4%[0.369 µM]	-0.2%
COc1ccc(-c2nnc(SCC(=O)/C(C#N)=C(\C)N)o2)cc1
 : i	-15%	-5%	-3%	-1%	-0.3%	1%	-4%	i	-0.3%[57.5 µM]	1.7%
O=C(O)CCC(=O)N1CCc2cc(S(=O)(=O)Nc3ccc4c(c3)OCCO4)ccc21
 : .	-6%	-9%	9%	.	-1.9%	-8%	-3%	.	-0.4%	1.0%
CCOC(=O)c1c(C)c(C(=O)Nc2cc(F)ccc2F)c(C)n1C
 : i	?	12%	0%	6%	0.3%	0%	-2%	i	-0.1%	-1.7%
CN(C)c1oc(-c2ccc(OCc3ccccc3)cc2)nc1C#N
 : 3.3e-08M*	?	5%	0%	6%	-1.8%	4%	?	5.2e-08M*	10%[0.369 µM]	-4.6%
Cn1c(=O)cc(SCC(=O)N2CCN(C(=O)c3ccco3)CC2)c2ccccc21
 : i	6%	3%	-1%	-2%	-0.5%	-5%	-4%	i	-0.7%	0.1%
COC(=O)c1ccc(C(NC(=O)c2ccco2)[C@]2(C)C[C@H]2C2CCCCC2)cc1 (some centres not stated)
 : .	?	.	.	.	1.7%	-7%	-19%	.	2.8%	0.7%
CCOC(=O)c1ccc(-c2nnc(-c3ccc(Cl)cc3Cl)o2)cc1
 : i	1%	2%	7%	-2%	-0.3%	-5%	0%	i	-1.0%	-1.1%

Screening results: PubChem BioAssay, National Center for Advancing Translational Sciences (NCATS)
